Bioassay records as filed in PubChem.
USP1 inh – Inhibitors of USP1/UAF1: Primary Screen | AID 743255, 2014 | hit rate 0.23% among 390,000 | recombinant USP1/UAF1, Ub-Rhodamine cleavage fluorescence | Potency, µM (titrated, usually from 57.1 µM), inactives show top-dose activity change, negative = inhibition, most hits filed as inhibitors; also: % is scaled to controls: 0 for no effect and ±100 for the full control effect; nearly all actives have a fitted effect of over 60% in size; inactives centre near -12
Target sequence (O94782 whole entry, looked up): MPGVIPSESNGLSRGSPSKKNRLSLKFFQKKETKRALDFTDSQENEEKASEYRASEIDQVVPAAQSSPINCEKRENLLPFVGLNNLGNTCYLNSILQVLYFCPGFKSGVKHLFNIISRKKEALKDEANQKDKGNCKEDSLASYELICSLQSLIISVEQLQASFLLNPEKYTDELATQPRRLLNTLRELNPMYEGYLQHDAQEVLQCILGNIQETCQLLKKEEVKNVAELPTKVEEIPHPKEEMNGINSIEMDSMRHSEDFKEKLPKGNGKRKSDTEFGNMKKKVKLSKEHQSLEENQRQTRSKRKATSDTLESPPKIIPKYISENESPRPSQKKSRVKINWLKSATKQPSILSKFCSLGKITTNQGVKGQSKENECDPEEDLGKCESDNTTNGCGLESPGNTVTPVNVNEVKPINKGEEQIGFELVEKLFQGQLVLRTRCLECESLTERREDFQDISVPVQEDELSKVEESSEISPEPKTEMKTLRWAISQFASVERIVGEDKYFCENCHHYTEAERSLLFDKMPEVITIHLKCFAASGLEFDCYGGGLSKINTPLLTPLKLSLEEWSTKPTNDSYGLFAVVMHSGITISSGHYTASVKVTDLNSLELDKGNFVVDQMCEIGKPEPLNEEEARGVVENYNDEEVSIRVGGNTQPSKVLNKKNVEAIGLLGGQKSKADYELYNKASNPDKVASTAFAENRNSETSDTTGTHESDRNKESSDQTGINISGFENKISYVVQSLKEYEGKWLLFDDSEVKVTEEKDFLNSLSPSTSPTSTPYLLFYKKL
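Step one: compound is pinned into 1nM USP1/UAF1 in HEPES pH 7.8 buffer with TCEP. Step two: 15 min room-temperature incubation. Step three: Ub-Rho (150nM final) starts cleavage, tracked by fluorescence over six one-minute reads.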
Vif-APOBEC3F blk – qHTS for Inhibitors of Vif-A3F Interactions: qHTS; AID 602313, 2012; HeLa A3F-eYFP + Vif (tagged APOBEC3F with the HIV-1 protein that degrades it), YFP fluorescence increase; Potency, µM (titrated, usually from 46.1 µM), inactives show top-dose activity, negative = active; hit rate 0.2% among 390,000; also: % of control where 0% means no effect; nearly all actives have a fitted effect of over 65% in size
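Fluorescence increase (Ex 488/Em 500-530) after overnight compound treatment at 37 deg C flags inhibition of Vif-driven A3F-eYFP loss in stable HeLa A3F-eYFP/Vif cells seeded overnight beforehand.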
RGS4 inhibitor – Inhibitors of Regulator of G Protein Signaling (RGS) 4: qHTS; Regulator of G-protein signaling 4 (Homo sapiens), P49798; Potency, µM (titrated, usually from 114 µM), for inactives: top-dose activity change, negative = inhibition, actives largely listed as inhibitors; hit rate 0.039% among 390,000; Transcreener GDP fluorescence polarization, RGS4-accelerated GTP hydrolysis; AID 504845, 2011; also: % is scaled to controls: 0 for no effect and ±100 for the full control effect; nearly all actives have a fitted effect of over 75% in size; some results filed as inactive show a strong effect at the top dose
Target sequence (P49798 whole entry, looked up): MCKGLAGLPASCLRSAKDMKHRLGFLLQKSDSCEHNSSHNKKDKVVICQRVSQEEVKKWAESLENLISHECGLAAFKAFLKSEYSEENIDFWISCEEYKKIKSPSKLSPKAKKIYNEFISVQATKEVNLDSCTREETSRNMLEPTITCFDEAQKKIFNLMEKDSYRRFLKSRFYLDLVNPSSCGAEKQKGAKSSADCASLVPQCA
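MLSMR compounds (23 nl, pin-transferred) preincubated 10 min at room temperature with a 500nM (2x) first reagent, then RGS4 at 900nM (2x) plus Transcreener GDP mix added; fluorescence polarization (620/688 nm) read before and after 90 min at 30 °C.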
RXFP1 agonist – qHTS Assay for Agonists of the Relaxin Receptor RXFP1 | Potency, µM (top dose mostly 57.5 µM), without a hit: at the top dose activation, actives largely listed as activators | hit rate 0.3% among 370,000 | HEK293T-RXFP1 cAMP TR-FRET, 30 min; response scale: percent of porcine relaxin response, buffer zero; also: % is scaled to controls: 0 for no effect and ±100 for the full control effect; nearly all actives have a fitted effect of over 60% in size; many of its hits are not listed in these tables
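HEK293 cells stably expressing RXFP1, treated 30 min at 37C with compounds plus PDE4 inhibitor Ro 20174; cAMP measured by HTRF TR-FRET. Normalized to buffer and 29 nM porcine relaxin; EC50 by Hill fit.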
12-LOX inh – Primary qHTS assay for inhibitors of human arachidonate 12S-lipoxygenase (ALOX12): Round 2. hit rate 1.1% among 580,000. Potency, µM (titrated, usually from 108 µM), for the others: at the top dose activity change, negative = inhibition, hits mostly inhibitors. purified 12hLO, xylenol orange hydroperoxide absorbance. Polyunsaturated fatty acid lipoxygenase ALOX12 (Homo sapiens), P18054; also: % is scaled to controls: 0 for no effect and ±100 for the full control effect
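Purified human 12hLO at 150 nM in 25 mM Hepes, 0.01% Triton X-100, pH 7.0, preincubated 15 min at room temperature with compound. Reaction started with 40 uM arachidonic acid, 30 min at room temperature. Hydroperoxide measured by Fe-xylenol orange, 573/405 nm absorbance ratio.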
Vif-A3G inh – qHTS for Inhibitors of Vif-A3G Interactions: qHTS. DNA dC->dU-editing enzyme APOBEC-3G (Homo sapiens), Q9HC16. HeLa A3G-eYFP + Vif (tagged APOBEC3G with the HIV-1 protein that degrades it), YFP fluorescence, overnight. Potency, µM (titrated, usually from 46.1 µM), for the others: at the top dose activity, negative = active, most hits filed as inhibitors. hit rate 0.076% among 410,000. AID 602310, 2012;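 also: % is scaled to controls: 0 for no effect and ±100 for the full control effect; nearly all actives have a fitted effect of over 60% in size; hits raise eYFP signal because A3G escapes Vif-driven loss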
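HeLa cells stably expressing Vif and C-terminally eYFP-tagged A3G, seeded overnight at 37 deg C, then exposed to compound by pintool overnight at 37 deg C. Rise in yellow fluorescence (Ex 488/Em 500-530, Acumen) marks blocked Vif-driven A3G degradation.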
rTrxR1 inhibitor – qHTS Assay for Inhibitors of Mammalian Selenoprotein Thioredoxin Reductase 1 (TrxR1): qHTS | Potency, µM (titrated, usually from 114 µM), for the others: at the top dose activity change, negative = inhibition, usual class: inhibitors | hit rate 1% among 390,000 | recombinant rTrxR1, NADPH fluorescence consumption, selenite substrate; also: % is scaled to controls: 0 for no effect and ±100 for the full control effect; nearly all actives have a fitted effect of over 65% in size
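Rat TrxR1 (90 nM in the dispensed reagent) was pre-reduced with 400 uM NADPH for 5 min at room temperature, then incubated with compound for 15 min. After 400 uM selenite was added, NADPH fluorescence (Ex 340/Em 450 nm) was followed for 8 min.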
mIDH1 inhibitor – qHTS for Inhibitors of mutant isocitrate dehydrogenase 1 (IDH1): qHTS; IDH1-R132H enzyme, NADPH consumption, diaphorase/resazurin fluorescence; Potency, µM (series often up to 76.6 µM), without a hit: top-dose activity change, negative = inhibition, actives largely listed as inhibitors; Isocitrate dehydrogenase [NADP] cytoplasmic (Homo sapiens), O75874; AID 602179, 2012; hit rate 0.093% among 390,000; also: % is scaled to controls: 0 for no effect and ±100 for the full control effect; nearly all actives have a fitted effect of over 65% in size
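IDH1-R132H (0.5 ug/mL dispensed) in pH 7.5 Tris buffer was preincubated 30 min with compound, then given a substrate mix of 0.016 mM NADPH and 2 mM alpha-KG for 80 min at room temperature; remaining NADPH was read by diaphorase/resazurin fluorescence.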
TrxR1 substrate – qHTS Assay for Substrates of Mammalian Selenoprotein Thioredoxin Reductase 1 (TrxR1): qHTS; purified TrxR1 substrate turnover, NADPH consumption readout; AID 588456, 2011; Potency, µM (series often up to 114 µM), for the others: at the top dose activity change, negative = substrate turnover; hit rate 0.01% among 390,000; also: % is scaled to controls: 0 for no effect and ±100 for the full control effect; nearly all actives have a fitted effect of over 50% in size
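Rat TrxR1, dispensed at 90 nM, was prereduced with 400 uM NADPH (final) for 5 min at ~22 deg C, then incubated with compound 15 min before 400 uM selenite. A first-read NADPH fluorescence drop versus no-compound background flagged substrates.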
* marks the source's active call; other numbers are inactive results; & = joins results of further samples; [ ] = another dose, or the depositor's remark. Calls follow the shape of the dose curve; as a rule, active = well fitted curve in the direction sought with a large enough effect; inconclusive = small, poorly fitted or top-dose-only effect, or another doubt; inactive = no such curve, though single readings can be large; an effect the other way counts as inactive or inconclusive. Potency is read from the fitted curve at half-maximal effect.

What do the screens show for `COc1ccccc1C(=O)OCCN1CCOCC1`?
USP1 inh: 19%; Vif-APOBEC3F blk: -2%; RGS4 inhibitor: -2%; RXFP1 agonist: 0.0%; 12-LOX inh: -6%; Vif-A3G inh: -1%; rTrxR1 inhibitor: 21%; mIDH1 inhibitor: 1%; TrxR1 substrate: 10%

What do the screens show for `COc1ccc(NC(=O)Cn2nnc(-c3ccccc3F)n2)cc1`?
USP1 inh: -3%; Vif-APOBEC3F blk: -1%; RGS4 inhibitor: -19%; RXFP1 agonist: 0.5%; 12-LOX inh: -3%; Vif-A3G inh: -1%; rTrxR1 inhibitor: 26%; mIDH1 inhibitor: 3%; TrxR1 substrate: 14%[57.1 µM]

What do the screens show for `CCc1sc(C(=O)Nc2ccc3nc(C)sc3c2)cc1C`?
USP1 inh: inconclusive; Vif-APOBEC3F blk: -27%; RGS4 inhibitor: -33%; 12-LOX inh: 262%[activator]; Vif-A3G inh: 1%; rTrxR1 inhibitor: 11%; mIDH1 inhibitor: 7%; TrxR1 substrate: 3%

How did O=C(C1CCCCC1C(=O)N1CCCCC1)N1CCCCC1 (configuration not stated) do in these assays?
USP1 inh: -12%; Vif-APOBEC3F blk: -1%; RGS4 inhibitor: -6%; 12-LOX inh: -9%; Vif-A3G inh: 0%; rTrxR1 inhibitor: 3%[11.4 µM]; mIDH1 inhibitor: 5%; TrxR1 substrate: 8%[11.4 µM]

How did O=C(CN1C(=O)c2ccccc2C1=O)Nc1cc(C(=O)O)cc(C(=O)O)c1 do in these assays?
USP1 inh: -18%; Vif-APOBEC3F blk: 1%; RGS4 inhibitor: -11%; RXFP1 agonist: -0.6%; 12-LOX inh: -9%; Vif-A3G inh: 0%; rTrxR1 inhibitor: 12%; mIDH1 inhibitor: 1%; TrxR1 substrate: 3%

What do the screens show for `O=C(Nc1nnc(-c2ccco2)o1)c1ccc2ccccc2c1`?
USP1 inh: -12%; Vif-APOBEC3F blk: -12%; RGS4 inhibitor: -32%; RXFP1 agonist: 3.6%; 12-LOX inh: 12%; Vif-A3G inh: -7%; rTrxR1 inhibitor: 13%; mIDH1 inhibitor: 4%; TrxR1 substrate: 8%

What do the screens show for `N#Cc1ccc(C(S(=O)(=O)Cc2ccccc2)S(=O)(=O)Cc2ccccc2)cc1`?
USP1 inh: -27%; Vif-APOBEC3F blk: -4%; 12-LOX inh: 6%; Vif-A3G inh: -7%; mIDH1 inhibitor: -9%

How did CCN=C1NN=C(c2cc(C)n(CCc3ccccc3)c2C)CS1 do in these assays?
USP1 inh: -8%; Vif-APOBEC3F blk: -13%; RGS4 inhibitor: -15%; RXFP1 agonist: 0.2%; 12-LOX inh: 12%; Vif-A3G inh: 2%; rTrxR1 inhibitor: 8%[57.1 µM]; mIDH1 inhibitor: 15%; TrxR1 substrate: 5%[57.1 µM]

Results for CN(C)S(=O)(=O)c1cccc(NC(=O)CSc2nc3ccccc3[nH]2)c1 ?
USP1 inh: -17%; Vif-APOBEC3F blk: -11%; RGS4 inhibitor: 11%; RXFP1 agonist: 1.3%; 12-LOX inh: -6%; Vif-A3G inh: 3%; rTrxR1 inhibitor: 17%[57.1 µM]; mIDH1 inhibitor: 0%; TrxR1 substrate: 7%[57.1 µM]

How did O=C(CN1C(=O)NC(Cc2c[nH]c3ccccc23)C1=O)Nc1ccc(Br)cc1F (configuration not stated) do in these assays?
USP1 inh: -17%; Vif-APOBEC3F blk: 7%; RGS4 inhibitor: 1%; RXFP1 agonist: 1.2%; 12-LOX inh: inconclusive; Vif-A3G inh: 4%; rTrxR1 inhibitor: 17%; mIDH1 inhibitor: 2%; TrxR1 substrate: -7%

What do the screens show for `CCCCNc1ccc2c(c1)C1CC2CCN1C(=O)OCc1ccccc1` (configuration not stated)?
USP1 inh: -14%; Vif-APOBEC3F blk: -5%; RGS4 inhibitor: 12%; 12-LOX inh: -3%; Vif-A3G inh: 3%; rTrxR1 inhibitor: 46%; mIDH1 inhibitor: 4%[38.3 µM]; TrxR1 substrate: 4%

How did Cc1ccc(S(=O)(=O)Nc2ccccc2/C=N/c2nc3ccccc3n2C(C)C)cc1 do in these assays?
USP1 inh: -15%; Vif-APOBEC3F blk: 2%; RGS4 inhibitor: -21%; RXFP1 agonist: 0.4%; 12-LOX inh: inconclusive; Vif-A3G inh: -7%; rTrxR1 inhibitor: 6%[57.1 µM]; mIDH1 inhibitor: 10%; TrxR1 substrate: -2%[57.1 µM]

What do the screens show for `Cn1c(SCC(=O)NC2CCCC2)nc2c(c1=O)SCC2`?
USP1 inh: -2%; Vif-APOBEC3F blk: 3%; RGS4 inhibitor: 11%; RXFP1 agonist: 4.2%; 12-LOX inh: -8%&-18%; Vif-A3G inh: 1%; rTrxR1 inhibitor: -12%; mIDH1 inhibitor: 0%; TrxR1 substrate: -13%

Results for COc1ccc(S(=O)(=O)N(CCc2ccccc2)CC(=O)O)cc1 ?
USP1 inh: -20%; Vif-APOBEC3F blk: 0%; RGS4 inhibitor: -13%; RXFP1 agonist: -0.6%; 12-LOX inh: 0%; Vif-A3G inh: 1%; rTrxR1 inhibitor: 10%; mIDH1 inhibitor: 7%; TrxR1 substrate: 1%

Results for Cn1nc(-c2ccccc2)c(-c2nc(-c3ccccc3Cl)no2)c1Cl ?
USP1 inh: -20%; Vif-APOBEC3F blk: 8%; RGS4 inhibitor: -26%; RXFP1 agonist: -0.4%; 12-LOX inh: -20%; Vif-A3G inh: 1%; rTrxR1 inhibitor: -9%; mIDH1 inhibitor: 2%; TrxR1 substrate: 8%[57.1 µM]

How did COc1ccc(C2(CNC(=O)c3ccc(OC)c([N+](=O)[O-])c3)CCOCC2)cc1OC do in these assays?
USP1 inh: -9%; Vif-APOBEC3F blk: 2%; RGS4 inhibitor: -22%; RXFP1 agonist: 0.3%; 12-LOX inh: -22%; Vif-A3G inh: 1%; rTrxR1 inhibitor: 16%; mIDH1 inhibitor: -2%; TrxR1 substrate: 5%

What do the screens show for `CCN(CC)CCCNC(=O)c1cc(-c2ccc3c(c2)OCO3)on1`?
USP1 inh: -27%; Vif-APOBEC3F blk: 22%; RGS4 inhibitor: -10%; RXFP1 agonist: 0.0%; 12-LOX inh: 310%[activator]; Vif-A3G inh: -7%; rTrxR1 inhibitor: 7%; mIDH1 inhibitor: 0%; TrxR1 substrate: -1%

What do the screens show for `O=C(COC(=O)c1ccc2[nH]c3c(c2c1)CCCC3)Nc1ccc(Cl)cc1Cl`?
USP1 inh: -19%; Vif-APOBEC3F blk: -10%; RGS4 inhibitor: -30%; RXFP1 agonist: 0.6%; 12-LOX inh: -8%; Vif-A3G inh: -4%; rTrxR1 inhibitor: 14%[57.1 µM]; mIDH1 inhibitor: -3%; TrxR1 substrate: 30%

How did CCOC(=O)C1(Cc2ccc(Cl)cc2)CCN(C(=O)CCc2ccncc2)CC1 do in these assays?
USP1 inh: -7%; Vif-APOBEC3F blk: 3%; RGS4 inhibitor: 33%; RXFP1 agonist: 0.6%; 12-LOX inh: -6%; Vif-A3G inh: -7%; rTrxR1 inhibitor: -6%; mIDH1 inhibitor: 0%; TrxR1 substrate: -6%

How did Cc1cccc(N(C)S(=O)(=O)c2ccc(-c3cc(C)no3)s2)c1 do in these assays?
USP1 inh: inconclusive; Vif-APOBEC3F blk: -6%&-14%; RGS4 inhibitor: -34%&-5%; RXFP1 agonist: 2.8%&0.0%; 12-LOX inh: 29%&2%; Vif-A3G inh: -13%&-3%; rTrxR1 inhibitor: 14%; mIDH1 inhibitor: 8%&-6%; TrxR1 substrate: 1%

What do the screens show for `CN(Cc1ccccc1)C(=O)Nc1ccccc1`?
USP1 inh: -2%; Vif-APOBEC3F blk: -17%; RGS4 inhibitor: 10%; RXFP1 agonist: 1.4%; 12-LOX inh: 24%; Vif-A3G inh: -5%; rTrxR1 inhibitor: 13%; mIDH1 inhibitor: -1%; TrxR1 substrate: -7%

What do the screens show for `O=C(N/C(=C/c1ccccc1)C(=O)N1CCCCC1)c1ccccc1`?
USP1 inh: -21%; Vif-APOBEC3F blk: 0%; RGS4 inhibitor: -10%; RXFP1 agonist: -0.4%; 12-LOX inh: inconclusive; Vif-A3G inh: 1%; rTrxR1 inhibitor: -9%; mIDH1 inhibitor: 3%; TrxR1 substrate: -8%

An excerpt; rates above refer to the full screens.
